SENP1 inh – SENP1 (human) catalytic domain inhibition. recombinant SENP1 catalytic domain, CyPet-SUMO1-YPet FRET cleavage. Q9P0U3. inhibition, % at 10 µM. 0.21% of 360,000 active;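 active means inhibition at least 30% at 10 µM, raw YFP signal under a set limit, fluorescence ratio 0.5 to 1.5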;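 further: 0% = enzyme with DMSO and 100% = no enzyme wells; some results filed as inactive read as strong as hits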
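Compound: 10 µM single point, 0.5% DMSO; Test system: hSENP1 catalytic domain, recombinant; Timing: 50 min reaction at room temperature; Technique: FRET, CFP and YFP emission; Control set: no-enzyme wells low, DMSO-plus-enzyme wells high control.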
UBC13 inh – inhibitors of human UBC13 polyubiquitin chain formation | 0.47% of 330,000 active | P61088 | TR-FRET | inhibition, % at 20 µM; in the data active means inhibition above about 45%, passing the limit was not always enough
Apaf1 inhib – blocks human Apaf-1 apoptosome activity. O14727. reconstituted apoptosome caspase-3 activity, DEVD-Rh110 fluorescence. inhibition, % at 20 µM. 0.71% of 330,000 active; active means inhibition of at least 40% at 20 µM;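 further: plate controls were DMSO wells for no effect and DEVD-CHO caspase inhibitor wells for full effect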
Target sequence (O14727 whole entry, looked up): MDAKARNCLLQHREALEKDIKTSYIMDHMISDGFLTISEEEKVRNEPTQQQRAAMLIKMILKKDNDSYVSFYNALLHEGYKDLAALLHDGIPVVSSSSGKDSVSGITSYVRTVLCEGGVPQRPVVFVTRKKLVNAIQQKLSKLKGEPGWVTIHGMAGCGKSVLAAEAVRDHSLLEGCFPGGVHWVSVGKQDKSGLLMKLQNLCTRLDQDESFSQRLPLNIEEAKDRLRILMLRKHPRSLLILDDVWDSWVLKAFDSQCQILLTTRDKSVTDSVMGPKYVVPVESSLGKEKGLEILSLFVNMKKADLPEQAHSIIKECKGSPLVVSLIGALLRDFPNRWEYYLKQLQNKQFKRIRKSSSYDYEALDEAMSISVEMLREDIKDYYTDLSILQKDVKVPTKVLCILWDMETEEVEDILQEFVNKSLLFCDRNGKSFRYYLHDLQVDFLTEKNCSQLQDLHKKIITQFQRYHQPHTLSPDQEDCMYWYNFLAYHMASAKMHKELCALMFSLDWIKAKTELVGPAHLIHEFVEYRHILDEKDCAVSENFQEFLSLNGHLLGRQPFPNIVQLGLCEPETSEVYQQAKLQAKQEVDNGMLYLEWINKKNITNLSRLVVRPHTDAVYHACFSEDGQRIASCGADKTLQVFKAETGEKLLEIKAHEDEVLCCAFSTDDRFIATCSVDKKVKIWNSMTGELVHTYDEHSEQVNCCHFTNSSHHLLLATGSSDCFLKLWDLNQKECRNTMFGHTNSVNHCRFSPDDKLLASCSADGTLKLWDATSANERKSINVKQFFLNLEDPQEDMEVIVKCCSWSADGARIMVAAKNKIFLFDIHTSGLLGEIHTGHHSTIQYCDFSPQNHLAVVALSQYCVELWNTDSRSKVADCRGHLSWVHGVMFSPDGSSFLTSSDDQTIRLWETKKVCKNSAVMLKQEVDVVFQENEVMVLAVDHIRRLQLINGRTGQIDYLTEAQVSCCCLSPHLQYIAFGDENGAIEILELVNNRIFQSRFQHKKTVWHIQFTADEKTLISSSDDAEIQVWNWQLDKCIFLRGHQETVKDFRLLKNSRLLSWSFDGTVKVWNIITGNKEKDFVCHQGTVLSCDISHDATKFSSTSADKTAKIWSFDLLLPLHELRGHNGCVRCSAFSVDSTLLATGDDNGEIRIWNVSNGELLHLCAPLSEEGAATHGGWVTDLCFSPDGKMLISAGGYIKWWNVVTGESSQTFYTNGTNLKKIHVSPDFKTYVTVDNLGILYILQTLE
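Material: reconstituted apoptosome with Apaf-1, cytochrome c, caspase-9, procaspase-3, dATP. Technique: Rh110 fluorescence intensity. Buffer or medium: pH 7.5 Hepes buffer with CHAPS, BSA, DTT. Times: 30 min plus 50 min, RT.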
SENP8 block-1 – SENP8 (human) protease inhibition; Q96LD8; recombinant SENP8, Nedd8 substrate fluorescence; inhibition, % at 20 µM; 0.64% of 360,000 active; AID 602440; in the data active means inhibition mostly above about 40%, no sharp cut-off; inactive means mostly below about 27%
SENP7 block – inhibitors of human SENP7 protease. 1.5% of 330,000 active. inhibition, % at 5 µM. Q9BQF6. recombinant SENP7, Z-RLRGG-aminoluciferin luminescence, 40 min;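 active means inhibition above about 50% at the single test dose, limit read from the data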;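 further: plate controls were DMSO with enzyme for no effect and no enzyme buffer wells for full effect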
SENP8 block-2 – blocks the human protease SENP8. Q96LD8. purified SENP8, Z-RLRGG-aminoluciferin cleavage, luminescence. inhibition, % at 10 µM. 1.2% of 330,000 active. AID 2540; in the data active means inhibition above about 50%
APOBEC3G inh – APOBEC3G (human) deaminase inhibition. Q9HC16. recombinant A3G, ssDNA deamination FAM/TAMRA fluorescence. inhibition, % at 20 µM. 0.28% of 330,000 active. AID 493012;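 active means inhibition of at least 40% at 20 µM, with no more than 30% in the related APOBEC3A deaminase screen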;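 further: plate controls were DMSO wells with A3G for no effect and wells lacking A3G enzyme for full effect; some compounds called inactive have numbers as strong as hits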
SENP6 block – inhibitors of human SENP6 protease; Q9GZR1; Recombinant SENP6 catalytic domain, aminoluciferin luminescence; inhibition, % at 10 µM; 1.8% of 330,000 active; AID 2599;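 active means inhibition above about 50% at the single tested dose, limit read from the data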;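 further: plate controls were DMSO wells with enzyme for no effect and DMSO wells lacking enzyme for full effect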
* marks the source's active call; other numbers are inactive results; i = inactive; & = joins results of further samples.

SMILES	SENP1 inh	UBC13 inh	Apaf1 inhib	SENP8 block-1	SENP7 block	SENP8 block-2	APOBEC3G inh	SENP6 block
CC(=O)Nc1ccc(Cc2nc3ccccc3[nH]2)cc1	2	1	-10	9	-3	1	-6	8
COc1ccc(NC(=O)CSc2nc3c(c(=O)n2-c2ccccc2OC)SCC3)cc1	0	-8	13	2	-6	-8	-5	-31
O=C(NC1CCCCC1)c1cc(Cl)ccc1[N+](=O)[O-]	1	-3	-15	22	-1	-5	-6	-12
CC(=O)c1cccc(N2Cc3ccccc3C2=NC(=O)CCl)c1	-6	1	-12	-4	7	2	-6	7
COc1ccc(C2CC(c3ccccc3)=NN2C(=O)COC(=O)c2cccnc2Cl)cc1 (stereo not drawn)	-3	-11	23	21	-5	-13	-5	-8
CCOC(=O)N1CCN(S(=O)(=O)N2CCCC(C(=O)NCCc3ccc(C)cc3)C2)CC1 (stereo not drawn)	2	3	-13	5	-2	-2	-6	1
O=C(NCc1cccs1)c1cc(-c2ccccc2)nn1CC1CC(c2cccnc2)=NO1 (stereo not drawn)	0	2	1	2	-3	7	-7	2
O=C(CCN1C(=O)NC2(CCCC2)C1=O)Nc1ccc(-c2nc3ccccc3s2)cc1	5	16	18	i	12	17	3	19
Cc1nn(-c2ccccc2)c(Cl)c1/C=N/NC(=O)c1[nH]ncc1Br	-2	3	1	9	95*	92*	-8	92*
COc1ccc(OCC(=O)N2N=C(C)CC2(O)C(F)(F)F)cc1 (stereo not drawn)	2	-16	-8	26	5	-13	3	-4
Cc1sc(NC(=O)c2cc3ccccc3oc2=O)c(C(=O)OC(C)C)c1-c1ccccc1	5	-8	-3	12	-1	4	-1	8
Cc1nc(NC(=O)c2cc3c(C)nn(-c4ccccc4)c3s2)sc1C(=O)Nc1ccccc1	-70	2	2	-455	-11	-3	-7	-19
Cc1ccc(C(C)C)c(OCCCCCN2CCOCC2)c1	-1	1	12	11	3	-9	-5	-2
COc1ccc(C2=NOC(Cn3nc(C(=O)NCc4ccc5c(c4)OCO5)cc3-c3ccccc3)C2)cc1 (stereo not drawn)	2	-2	8	18	-1	-1	-9	-12
COc1ccc(CN2CC(=O)N(c3cccc(Cl)c3)C2=S)cc1OC	2	-4	16	25	-10	-7	-2	-19
O=[N+]([O-])c1cccc(CP(=O)(c2ccccc2)c2ccccc2)c1	1	-3	14	5	-8	-17	-5	-19
C/C(=N/N=C(/C)c1cccs1)c1cccs1	-26	-5	8	18	5	13	-3	35
O=C(NCCCc1ccccc1)c1cc(COc2c(F)cccc2F)on1	-2	0	27	7	-9	-5	-4	-3
Cc1cc(S(=O)(=O)Nc2ccc(F)cc2)c(C)s1	2	13	-6	5	6	3	-8	-4
Cc1cc(C)cc(OCC(=O)O/N=C(\N)c2ccccn2)c1	2	-2	8	17	7	-6	-1	-20
CS(=O)(=O)N1c2ccccc2[C@@]2(Br)C[C@H]3C(=O)N[C@@H](Cc4ccccc4)C(=O)N3[C@@H]12	2	-2	4	3	-2	3	-2	-1
Cc1ccc(C(=O)CC2(O)C(=O)N(Cc3ccccc3Cl)c3ccccc32)o1 (stereo not drawn)	2	3	6	14	4	-4	-1	1
O=C(NCCCO)c1c(O)c2cccc3c2n(c1=O)CCC3	1	22	9	-36	-3	3	-7	-7
CSc1ccccc1OCc1cc(C(=O)N2CCN(c3ccccc3)CC2C)no1 (stereo not drawn)	-3	-19	25	-3	-4	9	-8	9
O=S(N1CCc2ccccc21)C12CC3CC(CC(C3)C1)C2 (stereo not drawn)	0	17	18	15	5	4	-14	18
Cc1nc2c(C)cccn2c(=O)c1NC(=O)c1ccco1	0	-10	-2	-48	-4	-3	-6	-5
COc1ccc(NC(=O)c2cccs2)cc1O	-2	-1	-20	9	-1	-12	-8	1
O=C(Nc1ccccc1)c1cn2ccccc2n1	3	17	-3	28	91*	82*	-8	90*
CCc1cccc(NC(=O)CCCSc2nc3ccccc3[nH]2)c1	3	9	-3	12	0	-5	-10	0
CC(=O)Nc1ccc(NC(=O)CSc2ccc(-c3ccc4c(c3)OCO4)nn2)cc1	0	-1	-11	18	32	4	-4	1
Cc1ccc(C(=O)NCC(=O)NCC(=O)OCC(=O)c2ccc(F)cc2)cc1	2	-13	-6	23	-3	-5	-6	-4
COC(=O)C(CC(=O)c1ccc(C)cc1)n1nc(C)cc1C (stereo not drawn)	0	-10	1	5	2	1	-4	-9
CC[C@@]1(C(=O)OC)N[C@H](CN(C)C(=O)Nc2ccc(F)cc2)[C@@H]2C(=O)N(Cc3ccccc3)C(=O)[C@@H]21	-1	5	3	18	7	2	-1	19
Cc1ccc(/C=C2\SC(=S)N(Cc3ccccc3)C2=O)o1	-29	-27	17	27	-5	-1	-6	6
Cc1ccnc(NC(=O)Nc2ccc(Br)cc2Cl)c1	-2	-28	-5	8	21	-4	-3	-36
CCOC(=O)c1cn2nc(Oc3cccc(C(F)(F)F)c3)ccc2n1	-1	9	6	-463	0	-7	0	3
Cn1nnc2cc(C(=O)N3CCCCCC3)ccc21	-1	3	-1	0	5	-2	-5	0
Cc1ccc(C(=O)OCC(=O)Nc2nc(-c3ccccc3)cs2)cc1NC(=O)c1ccco1	3	8	-10	-1	1	-12	-14	-12
Cc1ccc(S(=O)(=O)N(CC(=O)NCCSc2ccccn2)c2ccc(C)c(C)c2)cc1	-3	-8	26	18	-13	-11	-7	-15
O=C(NC(=S)Nc1c(Cl)ccc2nsnc12)c1ccco1	2	-4	11	-14	13	2	-1	23
O=C(N/N=C/c1ccc([N+](=O)[O-])o1)c1cc(-c2cccc(Br)c2)nc2ccccc12	-8	-2	26	41*	-6	-5	-8	0
CC(C)(C)c1ccc(C(=O)Nc2ccc(C=C(C#N)C#N)cc2)cc1	-4	-8	29	-20	4	-3	2	2
Nn1c(SCC(=O)N2CCOCC2)nnc1-c1ccc(Cl)cc1Cl	-1	-1	-5	6	2	-3	1	-2
N#Cc1nc(COc2ccccc2)oc1N1CCC(Cc2ccccc2)CC1	-2	1	9	23	6	2	0	-11
O=C(COc1ccc([N+](=O)[O-])cc1)Nc1ccc(N2CCCC2)cc1	0	-4	-2	31	7	-1	-3	-3
O=P(O)(O)CCP(=O)(c1ccccc1)c1ccccc1	0	0	-26	6	4	2	-4	3
COCCc1ccc(OCC(O)CNC(C)C)cc1 (stereo not drawn)	-2&0&-2	-24&-8&10	-3&0&-10	8&4&4	1&-7&4	0&-12&-2	-1&0&-6	-20&-24&-12
COc1ccccc1C(=O)Nc1nnc(-c2ccco2)s1	2	0	9	-329	-9	-6	-6	-24
COCCOC(=O)c1c(NC(=O)CN(C)c2ccccc2)sc(C(N)=O)c1C	0	6	10	7	4	3	-3	11
O=c1c2c(n3cnnc3n1-c1ccccc1)-c1ccccc1CC21CCCCC1	2	5	10	-4	-11	-8	-8	-20
O=C(N/C(=C\c1ccccc1)C(=O)N1CCCCC1)c1ccc(Br)o1	0	-4	21	-9	3	1	1	-2
CC(C)C(=O)N1CCN(c2ccccc2NC(=O)Cc2ccc(Cl)cc2)CC1	1	6	19	29	0	1	-5	-15
COc1ccccc1N(CCC#N)C(=O)CSc1nc(-c2ccccc2)cn1N	0	-6	9	29	-6	-7	-2	-13
CCOc1ccc(S(=O)(=O)NCC2CCCO2)cc1NC(=O)c1ccccc1F (stereo not drawn)	2	11	23	-12	3	-3	-10	-10
Cc1cc(Cl)c(OCCOCCN2CCCC(C)C2)c(Br)c1 (stereo not drawn)	-1	1	1	18	1	-4	-16	-27
Cc1ccc(S(=O)(=O)N2CCN(C(=O)c3cc(-c4cccs4)nn3-c3ccccc3)CC2)cc1	3	0	17	-2	7	-8	-6	-11
Cc1cc(C)n2nc(C)c(Br)c2n1	3	-11	-3	-11	-6	-10	-5	-12
O=C1CC(N2CCN(Cc3ccc4c(c3)OCO4)CC2)C(=O)N1Cc1ccc(N2CCCC2=O)cc1 (stereo not drawn)	-1	2	-4	7	-4	-6	-5	-2
NS(=O)(=O)c1cc(C(=O)Nc2ccc3c(c2)OCCCO3)ccc1Cl	1	-4	-10	13	0	-3	-1	-15
CC(=O)N1N=C(N)SC1c1cccc([N+](=O)[O-])c1 (stereo not drawn)	2	4	2	12	6	-3	1	-5

Record cards, as listed above. Order of screens: SENP1 inh | UBC13 inh | Apaf1 inhib | SENP8 block-1 | SENP7 block | SENP8 block-2 | APOBEC3G inh | SENP6 block
Shown for O=C(N/C(=C\c1ccccc1)C(=O)N1CCCCC1)c1ccc(Br)o1 : 0 | -4 | 21 | -9 | 3 | 1 | 1 | -2
Shown for Cc1ccc(C(=O)OCC(=O)Nc2nc(-c3ccccc3)cs2)cc1NC(=O)c1ccco1 : 3 | 8 | -10 | -1 | 1 | -12 | -14 | -12

Further records follow:
SMILES	SENP1 inh	UBC13 inh	Apaf1 inhib	SENP8 block-1	SENP7 block	SENP8 block-2	APOBEC3G inh	SENP6 block
CCOc1cccc(OCCOCCN(C)C)c1	3	-3	8	5	6	-7	-5	0
Cc1nccn1CCC(=O)O	1	-3	-4	32	-1	2	-4	-4
Cn1cncc1C#Cc1c(-c2ccc(S(C)(=O)=O)cc2)sc2ccccc12	-129	69*	24	-398	-3	-1	-4	-11
CCCN(CCC)C(=O)c1ccc2c(c1)S(=O)(=O)c1ccccc1C2=O	-1	-4	-1	10	-1	3	0	-2
CC1=NN(C(=O)COc2ccc(C)c(C)c2)C(O)(c2ccccc2)C1 (stereo not drawn)	2	-5	22	3	5	1	0	7
CS(=O)(=O)N(CC(=O)NCCC1=CCCCC1)c1ccc2c(c1)OCO2	0	-2	-15	2	-10	-10	-1	-33
CC(C)NC(=O)c1ccc(-c2ccc(Cl)c(C(F)(F)F)c2)o1	2	4	-8	-10	-3	-2	-6	-4
N#CCCNC(=O)CCN1CCOCC1	-3	0	1	-1	1	-10	-7	9
COc1cc(OC)cc(C(=O)OCC(=O)Nc2sccc2C(N)=O)c1	-4	26	-1	2	5	3	-4	-9
COc1c2ccoc2c(OC)c2oc(=O)ccc12	-15	-7	-1	-42	-4	1	5	6
O=S(=O)(NCC1CCCO1)c1ccc(S(=O)(=O)N(Cc2ccccn2)C2CC2)cc1 (stereo not drawn)	-1	-14	3	17	-7	-7	-7	-23
CCCn1c(=O)[nH]c(=O)c2c1nc(-c1ccccc1)n2CCN1CCOCC1	-1	8	-1	5	4	-1	-2	-32
Cc1ccc2cc(CN(CCN3CCCC3)C(=O)Nc3ccc(F)cc3)c(=O)[nH]c2c1C	-5	6	8	-17	6	-2	4	-17
CNC(=S)N1CCN(c2c(F)cc3c(=O)c(C(=O)O)cn(C4CC4)c3c2OC)CC1C (stereo not drawn)	2	3	-4	-474	2	-5	-4	-4
Cc1ccc(N(CC(=O)NCc2ccccc2Cl)S(=O)(=O)c2c(C)noc2C)cc1	1	6	3	14	-3	-8	-7	-5
CN(C)S(=O)(=O)c1ccc(Cl)c(NC(=O)CSc2nc3c(cc2C#N)C(=O)CC(C)(C)C3)c1	-2	-3	-5	14	-5	-14	-5	-19
CC(C)(O)c1nnn(-c2ccccc2)c1C(F)(F)F	-3	2	-5	12	8	4	-2	-5
COC(=O)c1ccc(NC(=O)c2cc(-c3ccccn3)nc3ccccc23)cc1	0	-11	-11	4	-6	-6	-15	-15
CCOc1cc(NC(=O)c2ccco2)c(OCC)cc1NC(=O)Cc1ccc(OC)c(OC)c1	-1	5	12	-14	-2	-16	-4	-10
CCCn1c2ccccc2c2cnn(CC(=O)NCCN(C)C)c(=O)c21	-1	8	1	-148	-2	4	-8	7
CC(=O)c1sc(-c2ccccc2)cc1N	-13	0	-15	-152	7	-9	2	-8

An excerpt from above with just SENP1 inh, APOBEC3G inh and SENP8 block-2.
compound	SENP1 inh	APOBEC3G inh	SENP8 block-2
O=S(=O)(NCC1CCCO1)c1ccc(S(=O)(=O)N(Cc2ccccn2)C2CC2)cc1 (stereo not drawn)	-1	-7	-7
CCCn1c(=O)[nH]c(=O)c2c1nc(-c1ccccc1)n2CCN1CCOCC1	-1	-2	-1
Cc1ccc2cc(CN(CCN3CCCC3)C(=O)Nc3ccc(F)cc3)c(=O)[nH]c2c1C	-5	4	-2
CNC(=S)N1CCN(c2c(F)cc3c(=O)c(C(=O)O)cn(C4CC4)c3c2OC)CC1C (stereo not drawn)	2	-4	-5

Bioassay records: PubChem, Sanford-Burnham Center for Chemical Genomics
